# Screening data (PubChem)
# TcdB GH inh = inhibitors of Clostridioides difficile toxin B glycohydrolase | AID 652162 | actives 0.24% (n = 350,000) | TcdB glycohydrolase enzymatic assay, plate reader | inhibition, % at 9.99 µM | P18177; in the data active = inhibition above about 10%
# MazEF act = MazEF (E. coli) toxin RNase activation | P0AE70 | FAM/BHQ RNA-DNA oligo cleavage fluorescence, 5 h | activation, % at 20 µM | actives 0.32% (n = 350,000) | AID 504720; in the data active = activation above about 50%
# Target sequence (P0AE70 whole entry, looked up): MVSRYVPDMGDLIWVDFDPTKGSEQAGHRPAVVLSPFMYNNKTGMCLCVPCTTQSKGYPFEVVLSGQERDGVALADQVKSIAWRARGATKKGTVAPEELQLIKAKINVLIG
# Anthrax LF prot = inhibitors of Bacillus anthracis lethal factor protease | multiplex microsphere protease cleavage assay, LF | inhibition, % at 10 µM | actives 0.12% (n = 360,000) | AID 588501; in the data active = inhibition above about 30%; note: plate controls were buffer without enzyme for full effect and enzyme alone for no effect
# Target sequence (P15917 whole entry, looked up): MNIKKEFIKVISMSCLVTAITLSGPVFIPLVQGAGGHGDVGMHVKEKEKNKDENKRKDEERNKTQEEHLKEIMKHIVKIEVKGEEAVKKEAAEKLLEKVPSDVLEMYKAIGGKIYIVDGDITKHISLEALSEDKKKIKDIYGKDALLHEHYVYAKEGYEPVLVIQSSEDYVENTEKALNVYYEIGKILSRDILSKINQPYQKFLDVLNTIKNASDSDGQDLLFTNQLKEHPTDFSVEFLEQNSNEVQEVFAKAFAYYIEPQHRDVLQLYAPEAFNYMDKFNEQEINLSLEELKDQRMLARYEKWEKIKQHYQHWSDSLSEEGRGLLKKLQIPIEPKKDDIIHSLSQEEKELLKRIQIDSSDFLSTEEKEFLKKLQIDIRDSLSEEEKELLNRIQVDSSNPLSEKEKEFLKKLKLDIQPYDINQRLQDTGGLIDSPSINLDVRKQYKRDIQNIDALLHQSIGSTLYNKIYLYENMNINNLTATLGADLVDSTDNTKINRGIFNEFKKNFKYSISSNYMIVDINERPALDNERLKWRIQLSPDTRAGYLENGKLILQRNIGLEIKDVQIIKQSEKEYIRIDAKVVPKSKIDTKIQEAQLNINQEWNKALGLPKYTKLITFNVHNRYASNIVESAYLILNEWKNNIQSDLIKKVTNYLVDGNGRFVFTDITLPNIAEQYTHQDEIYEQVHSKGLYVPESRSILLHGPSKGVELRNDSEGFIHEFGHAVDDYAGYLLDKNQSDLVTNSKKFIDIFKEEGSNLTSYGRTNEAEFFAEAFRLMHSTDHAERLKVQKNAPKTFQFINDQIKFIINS
# Rv3671c inh = inhibits the M. tuberculosis serine protease Rv3671c. P9WHR9. inhibition, % at 5.96 µM. actives 0.048% (n = 320,000); in the data active = inhibition above about 38%;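 note: extracellular domain of Rv3671c used as enzyme; 0% = enzyme with DMSO and 100% = no enzyme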
# PriA SSB inh = K. pneumoniae PriA-SSBct interaction inhibition | actives 0.6% (n = 430,000) | AlphaScreen SSBct-PriA binding, biotinylated peptide | inhibition, % at 33 µM; in the data active = inhibition mostly above about 37%, no sharp cut-off; inactive = mostly below about 20%;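 note: plate controls were negative control peptide for no effect and reference peptide for full effect; strong numbers were not always called active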
# PfHsp40 yeast = restores yeast growth despite PfHsp40 toxicity; S. cerevisiae expressing PfHsp40, growth rescue, ATP luminescence; growth rescue, % at 12.5 µM; actives 0.68% (n = 340,000); AID 504582; in the data active = growth rescue above about 28%, passing the limit was not always enough;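 note: yeast W303a lacking pdr1 and pdr3 grown in galactose medium; growth measured after three days at 30 °C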
# DUSP3 inh = inhibitors of human VHR1 phosphatase (DUSP3); P51452; recombinant VHR phosphatase, pNPP absorbance; inhibition, % at 13.3 µM; actives 0.52% (n = 290,000); AID 1654; in the data active = inhibition above about 50%; note: some compounds called inactive have numbers as strong as hits
# Yp Topo-I inh = inhibitors of Yersinia pestis topoisomerase I | actives 0.064% (n = 360,000) | activity, % at 10 µM | Y. pestis Topo-I cleavage product accumulation, plate reader | AID 504884; in the data active = activity above about 50%, passing the limit was not always enough; note: inactives centre near 2
# Vc quorum ag = induces V. cholerae light production without autoinducers; V. cholerae BH1578 lux reporter, luminescence, 6 h; activation, % at 18.7 µM; actives 0.16% (n = 350,000); AID 588436; in the data active = activation mostly above about 9.7%, no sharp cut-off; note: not every result past the cut was called active; inactives centre near 0; reference of the scale not given here
# SARS 3CLpro inh = SARS-CoV 3CLpro protease inhibition | recombinant SARS-CoV 3CLpro, quenched FRET peptide cleavage | actives 0.14% (n = 290,000) | inhibition, % at 6 µM | P0C6X7; in the data active = inhibition above about 12%
# Numbers without * were called inactive; i = inactive; . = no result given; & = joins results of further samples. An excerpt; the hit share may differ from the screen's.
SMILES,TcdB GH inh,MazEF act,Anthrax LF prot,Rv3671c inh,PriA SSB inh,PfHsp40 yeast,DUSP3 inh,Yp Topo-I inh,Vc quorum ag,SARS 3CLpro inh
COc1ccccc1NC(=O)Nc1ccc(N2CCOCC2)cc1,-4.4,13,3,-5,13,-1.3,24,-3,i,-5
CN1CCN(C(=O)c2ccccc2NC(=O)c2ccccc2Br)CC1,1.2,-6,2,7,-16,-0.2,13,7,i,1
O=C(CCc1nnc(CCCc2ccccc2)o1)NCCc1ccccc1,-6.3,0,0,-8,-5,1.3,8,14,i,8
C[C@@H]1CN([C@H](C)CO)C(=O)CCCn2nncc2CO[C@H]1CN(C)Cc1cccnc1,-1.7&0.0&1.4,1,-2,.,.,.,.,4,-0.7,.
COc1ccc(C(=O)Nc2ccc3c(c2)nc(CN2CCCC2)n3C)cc1,-0.3,4,-2,6,-5,0.1,7,1,3.3,-4
COCCOC(=O)C1=C(C)N(c2ccccc2)C(=S)NC1c1ccccc1C(F)(F)F (stereo not given),3.1,-13,8,6,1,-0.6,14,-11,-0.4,2
S=C(NC1CCCC1)N1CCN(c2ccc(Cl)cc2)CC1,1.5,-3,-3,10,-4,-0.1,12,2,-0.5,4
CCOC(=O)C1=C(C)N(c2ccccc2)C(=O)/C1=C\c1ccco1,.,11,-1,-6,10,-1.5,-2,0,-0.3,-4
CNc1nccc(-c2ccc(Cl)cc2)c1C#N,1.6,-2,-3,-2,-17,0.0,-6,2,i,1
C=CCC(CC=C)(NC(=O)c1ccccc1)c1ccccc1,.,5,-1,-7,-9,1.0,11,10,i,-4
CN(C)CCCNc1nc2cc(-c3cnn(C)c3)sc2c(=O)n1C,0.7,.,-4,.,.,.,.,-3,i,.
COc1ccccc1OCC(=O)Nc1ccc(S(=O)(=O)N2CCOCC2)cc1,1.4,7,-3,0,-8,-0.4,-36,4,-0.5,-2
CCOC(=O)Cc1nnc(NC(=O)CSc2ccc(Cl)cc2)s1,.,-3,-8,-16,-7,-0.4,23,-6,.,0
C(=C\c1ccco1)/C1=NN(c2ccccc2)C(c2ccco2)C1 (stereo not given),.,-6,4,-15,0,0.8,2,-19,4.5,3
CCc1nnc(NC(=O)c2ccc(S(=O)(=O)N(CC)Cc3ccccc3)cc2)o1,.,2,-1,-10,-16,172*,15,-5,-0.9,0
Cc1c(C(=O)NC(=S)NCc2cccnc2)oc2ccccc12,1.2,-8,-7,3,-8,0.1,13,-9,-1.4,4
Cc1ccc(C(O)c2ncc(-c3ccccc3Cl)[nH]2)cc1F (stereo not given),0.4,.,7,.,.,.,.,-1,0.8,.
Cc1ccc(S(=O)(=O)c2c(C)cc(C)nc2Oc2cccc(C(F)(F)F)c2)cc1,.,9,-4,-10,-26,0.9,19,7,i,8
CC(=O)NC(c1cccs1)c1cc(Cl)c2ccccc2c1O (stereo not given),0.6,5,-5,-4,-1,-1.4,.,-5,-8.3,.
CC(C)OCCCn1c(=N)c(S(=O)(=O)c2ccccc2)cc2c(=O)n3ccccc3nc21,0.8,3,-1,2,-3,0.9,6,-11,i,3

# Brought forward from above: six entries, then new ones.
SMILES,TcdB GH inh,MazEF act,Anthrax LF prot,Rv3671c inh,PriA SSB inh,PfHsp40 yeast,DUSP3 inh,Yp Topo-I inh,Vc quorum ag,SARS 3CLpro inh
CCc1nnc(NC(=O)c2ccc(S(=O)(=O)N(CC)Cc3ccccc3)cc2)o1,.,2,-1,-10,-16,172*,15,-5,-0.9,0
Cc1c(C(=O)NC(=S)NCc2cccnc2)oc2ccccc12,1.2,-8,-7,3,-8,0.1,13,-9,-1.4,4
Cc1ccc(C(O)c2ncc(-c3ccccc3Cl)[nH]2)cc1F (stereo not given),0.4,.,7,.,.,.,.,-1,0.8,.
Cc1ccc(S(=O)(=O)c2c(C)cc(C)nc2Oc2cccc(C(F)(F)F)c2)cc1,.,9,-4,-10,-26,0.9,19,7,i,8
CC(=O)NC(c1cccs1)c1cc(Cl)c2ccccc2c1O (stereo not given),0.6,5,-5,-4,-1,-1.4,.,-5,-8.3,.
CC(C)OCCCn1c(=N)c(S(=O)(=O)c2ccccc2)cc2c(=O)n3ccccc3nc21,0.8,3,-1,2,-3,0.9,6,-11,i,3
COc1ccc(/C=C2\CCn3c2nc2cc(C(=O)O)ccc2c3=O)cc1O,.,3,0,-10,3,1.4,8,1,i,4
Cn1c2c(c(=O)n(C)c1=O)C(c1ccccc1Cl)CC(=O)N2 (stereo not given),-1.5,8,-10,10,-19,2.1,38,4,-0.1,1
CCN(CC)C(=O)CSc1nc(O)c(Cc2ccccc2)c(=O)n1-c1ccccc1,.,1,.,-6,-15,0.6,20,4,i,1
c1ccc(-c2nc3cc4ccccc4cc3[nH]2)nc1,.,14,4,39*,-6,14,6,-9,i,4
COc1ccc(C2/C=C\CN(S(=O)(=O)c3cccs3)CC(=O)N2Cc2ccc(F)cc2)cc1 (stereo not given),1.7,-1,0,-8,-15,-0.3,4,1,0.3,.
Cc1ccc(NC(=O)[C@@H](C)NC(=O)[C@@H]2Cc3ccccc3CN2)cc1,1.9,5,-4,-3,-9,-0.1,4,0,-0.3,-6
CCc1cc(=O)[nH]c(SCC(=O)Nc2cc(C)on2)n1,0.9,-7,3,-3,-5,-0.1,.,-1,i,.
Nc1c(S(=O)(=O)O)cc(NC(=O)c2ccccc2)c2c1C(=O)c1ccccc1C2=O,2.3,-21,-8,23,18,0.1,2,-9,0.0,-3
C=CCc1cc(OC)ccc1OCC(O)CN1CCN(c2ccc(OC)cc2)CC1 (stereo not given),0.4,-4&10,-2&1,1&0,30&38,-0.9&1.4,21&-18,18&25,1.4&0.5,0&-1
Cn1c(=O)cc(SCC(=O)Nc2ccccn2)c2ccccc21,.,-2,.,-4,-18,.,-2,.,.,-4
Cc1nnc(N(C)C(=O)c2ccccn2)s1,.,3,-8,-9,2,-0.1,23,-4,i,-1
CC[C@]12c3[nH]c4ccc(OC)cc4c3CCN1C(=O)C(CC(=O)NCCCn1ccnc1)C[C@@H]2C(=O)N1CCN(C(=O)c2ccco2)CC1 (stereo not given in full),1.0,35,-6,.,-7,-0.5,.,0,-0.2,.
COc1ccc(C(CNC(=O)COc2ccccc2-c2ccccc2)N2CCOCC2)cc1 (stereo not given),0.8,-4,-2,-4,7,-1.1,13,36,-0.3,5
Cc1ccc(N(C(=O)CCC(=O)Nc2nccs2)C(C(=O)NC(C)(C)C)c2ccc(O)cc2)cc1 (stereo not given),1.3,-1,-1,-4,0,0.6,5,-3,-0.9,3
CCCCNC(c1ccccc1)c1ccncc1 (stereo not given),1.0,2,-12,-4,1,1.0,19,3,-1.5,2
Cc1nn(C2CCS(=O)(=O)C2)c(C)c1CN(C)C(=O)c1ccccc1 (stereo not given),0.3,4,1,7,-1,0.4,.,3,i,.
CN(C)C(=O)CN(c1ccc2c(c1)OCO2)S(C)(=O)=O,0.7,-1,-1,1,-12,-0.4,14,2,-5.0,-6
C=CCNc1nc(-c2cccs2)c(CC(=O)O)s1,-1.2,-12,-2,-9,-5,1.4,-12,-1,i,2
COc1ccc(-c2nn(-c3ccccc3)cc2C(=O)Nc2cccc(S(=O)(=O)NC3=NCCC3)c2)cc1,1.4,-14,-2,-140,5,0.1,.,8,0.0,.
Cc1ccc(NC(=O)CNC(c2ccccc2)c2ccccc2)c(F)c1,0.5,-2,0,-9,-23,2.0,1,19,i,5
COc1cccc(/C=N/NC(=O)CNC(=O)c2ccncc2)c1O,-9.2,-5,0,-3,.,-0.6,18,-2,-0.4,-2
CCCCCCn1c(=O)n2n(c1=O)[C@@H]1CN(S(=O)(=O)c3ccc(C)cc3)C[C@]1(O)[C@@H](OC(=O)NC1CC1)C2,-0.2,7,4,.,.,.,.,7,-0.2,.
CN(C)C1(CNC(=O)C2CCN(S(=O)(=O)c3ccccc3C(F)(F)F)CC2)CCCCC1,2.0,6,3,9,-7,0.3,18,-1,-1.0,2
CCOc1ccc(C(=O)N(c2ccccn2)C2CCCCC2)cc1,0.4,-22,1,-8,5,-0.7,17,7,-0.3,2
O=C(Cc1cccs1)Nc1nc2c(ccc3ccccc32)s1,.,16,-9,-46,-27,0.2,-20,-20,-0.8,2
COc1ccccc1NC(=O)CSc1nc2c(oc3ccccc32)c(=O)n1C,-1.5,7,0,-16,-2,0.7,2,-4,-0.2,3
Cc1ccc2c3c(c(SCC(=O)Nc4nonc4C)nc2c1)CCCC3,.,47,-3,-6,-17,-0.9,12,-5,-0.8,-2
CCCC(=O)N1CC(=O)Nc2ccc(C)cc2C1c1ccccc1 (stereo not given),0.7,3,-5,3,-4,0.0,-16,2,i,-1
COc1ccc(CN(C2CC2)S(=O)(=O)c2ccccc2Br)cc1,1.1,1,0,.,-11,5.4,.,27,i,.
Cc1ccc(S(=O)(=O)Nc2cccc3c2O[C@H](CN(C)Cc2ccccc2)[C@@H](C)CN([C@H](C)CO)C3=O)cc1,-1.1&1.0,4,-5,-10,-24,-0.3,.,36,-4.0,.
O=C(O)c1cc(S(=O)(=O)N2CCN(c3ccccn3)CC2)ccc1Cl,-0.8,2,-7,-1,-3,0.2,4,-5,i,0
CC(C)(C)C(=O)/C=c1\[nH]c(=O)/c(=C\c2ccc(C#N)cc2)s1,.,-7,0,5,.,-1.0,19,-1,5.9,2
C=CCNC1=C(Cl)C(=O)N(Cc2ccccc2)C1=O,1.0,6,4,2,-2,-0.1,20,5,-0.2,3
Cc1nc(NC(=O)C(C)Oc2cccc(Cl)c2)sc1C(=O)N(C)C (stereo not given),.,1,-2,-6,3,-1.1,-2,-2,-0.4,4
O=C(CCNC(=O)c1ccco1)Nc1ccccc1,1.3,1,3,5,0,1.3,31,-6,-0.3,-1
O=c1[nH]c(CN2CC=C(c3ccccc3)CC2)nc2scc(-c3ccccc3)c12,0.8,-2,5,-19,-2,0.8,19,18,i,4
COc1ccccc1OCCC(=O)NNC(=O)c1ccccc1F,0.5,1,2,3,1,-1.1,.,5,-2.6,.
CCc1cc2ccc(OC)cc2nc1SCC(=O)Nc1cc(C)on1,.,-30,-1,2,-11,-2.3,10,-3,i,-7
NS(=O)(=O)c1ccc(NC(=O)c2cc(-c3cc(Cl)ccc3O)n[nH]2)cc1,0.3,13,5,.,20,-0.3,-16,-16,-0.9,1
CCN(CC(=O)Nc1ccc(OC)cc1)C(=O)Cc1ccc(OC)c(S(=O)(=O)N2CCOCC2)c1,0.9,0,4,6,-6,0.3,.,-2,i,.
COCCn1c(C)cc2c(c1=O)C(c1ccccc1F)C(C#N)=C(N)O2 (stereo not given),.,-2,0,4,-6,-1.1,19,6,-0.2,3
COc1ccc(C(=O)NCC(c2ccco2)N2CCc3ccccc32)cc1OC (stereo not given),-1.4,-3,1,7,16,0.7,.,-8,-0.8,.
CN(C(=O)COC(=O)c1ccc2c(c1)OCCO2)C1CCCCC1,2.5,-2,3,.,-2,-0.8,.,-2,-5.6,.
CCN(C(=O)COc1ccc(C)cc1OC)c1cccc2ccccc12,-0.3,5,-2,7,5,-0.2,.,35,i,.
CC(=O)Nc1cccc(OCC(O)Cn2c(C)nc3ccccc32)c1 (stereo not given),.,2,2,-6,-4,0.0,4,5,.,-3
CN1CCN(c2ccc(NC(=O)COc3cccc4ccccc34)cc2)CC1,3.1,3,-3,2,9,0.5,30,-12,i,-3
Cc1noc(-c2ccccc2)c1NC(=O)Nc1ccc(Cl)cc1,0.5,4,-2,-4,-10,12,27,-3,-1.4,0
O=C(CCn1cnc2ccccc21)N/N=C/C=C/c1ccccc1,1.8,6,2,-2,i,-0.1,4,6,0.2,-2
Cc1ccc2c(Cl)cc(Cl)c(OCC(=O)N3CCCC3)c2n1,0.4,3,2,2,-10,0.2,37,5,i,-1
